Screening results (PubChem BioAssay)
aDG glyco act – increases alpha dystroglycan glycosylation; activation, % at 10 µM; actives 0.22% (n = 360,000); Pro5-aDG cells, alpha-DG glycosylation AlphaScreen (IIH6); 0% Pro5, 100% B10-LARGE cell signal;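 active = activation of at least 8% versus controls, or a plate z-score of at least 8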;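 also: Pro5 are CHO cells carrying HIG-tagged alpha-DG that lacks glycosylation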
ABHD5 PLIN5 PPI – ABHD5-PLIN5 protein interaction inhibition; Q00G26+Q8WTS1; Split G. princeps luciferase complementation, luminescence, 4 h; inhibition, % at 4 µM; actives 0.78% (n = 360,000); AID 602281;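 active = inhibition above the mean inhibition across every tested compound plus 3 SD, cut at about 22% in these data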;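 also: 0% = DMSO only wells and the 100% control is not disclosed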
Vif inh – blocks HIV Vif function. HEK293T cells, Vif self-association by quenched fluorescence, imaging, 24 h. inhibition, % at 7.49 µM. actives 0.35% (n = 340,000); in the data active = inhibition above about 50%, passing the limit was not always enough; inconclusive = no clear call, values can overlap the other calls; inactive = below about 31%; also: some results filed as inactive read as strong as hits
TLR9-MyD88 inh – TLR9-MyD88 interaction inhibition. Q9NR96+Q99836. CHO BLA complementation TLR9-MyD88, CCF4 FRET ratio. inhibition, % at 4.98 µM. actives 0.21% (n = 340,000). AID 504734;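 active = inhibition above the mean over all tested compounds plus 3 SD, cut at about 21% in these data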;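 also: 0% = DMSO only wells and 100% = clavulanate BLA inhibitor control wells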
MC4R antag cAMP – antagonists of human melanocortin 4 receptor (MC4R) | P32245 | MC4R-expressing cells, MTII-stimulated cAMP, LANCE TR-FRET | inhibition, % at 6.5 µM | actives 0.48% (n = 360,000);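 active = inhibition above its plate's cutoff, the mean of tested wells on that plate plus 3 SD, cut at about 29% in these data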;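 also: 0% = Melanotan II alone and 100% = Melanotan II plus saturating MCL0020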
Target sequence (P32245 whole entry, looked up): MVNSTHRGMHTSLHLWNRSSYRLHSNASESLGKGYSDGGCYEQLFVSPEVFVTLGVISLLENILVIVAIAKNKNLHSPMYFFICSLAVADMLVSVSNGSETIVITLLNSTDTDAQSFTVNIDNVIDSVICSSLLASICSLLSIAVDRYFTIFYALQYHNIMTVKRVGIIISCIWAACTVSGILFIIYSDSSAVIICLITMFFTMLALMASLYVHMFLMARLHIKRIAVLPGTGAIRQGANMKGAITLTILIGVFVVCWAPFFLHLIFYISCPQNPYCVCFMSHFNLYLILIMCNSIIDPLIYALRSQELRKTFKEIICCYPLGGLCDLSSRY
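Assay system: U2OS cells stably expressing human melanocortin 4 receptor (MC4R) / Dosing: 6.5 µM / Timing: compound 30 min, challenge 1 h, detection 1 h / Measured by: Eu-cAMP/anti-cAMP TR-FRET, emission 671 nm / Replicates: singlicate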
ABCB6 inh 2 – inhibitors of human ABC transporter ABCB6. K562-ABCB6 porphyrin accumulation, flow cytometry, 1 h; hits give low values. fluorescence ratio to DMSO, % at 10 µM. Q9NP58. AID 602162. actives 0.19% (n = 360,000);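 active = fluorescence ratio to DMSO below 75%, the collection mean minus 3 SD; inconclusive = too few cells collected in the well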;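 also: signal is porphyrin accumulated inside mitochondria; 100% equals median channel fluorescence of DMSO control wells; lower ratio means ABCB6 inhibition with less porphyrin fluorescence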
Glyco luc inh – blocks N-linked glycosylation in D54 reporter cells; D54 ERlucT glycosylation luciferase reporter, 24 h; percent of 100 nM tunicamycin response; actives 0.23% (n = 360,000); reporter increase, % at 12.5 µM; AID 588692;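 active = mean luciferase reporter signal, scaled so untreated is 0 and the glycosylation-blocking control 100, at or above a set limit in every replicate; inconclusive = mean reaches the limit but not every replicate does; inactive = mean below the limit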;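 also: luciferase carries N-glycosylation sites so blocking glycosylation raises the light; 0% = median of neutral control wells and 100% = median of 100 nM tunicamycin wells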
NOD2 RIPK2 PPI – blocks binding of human NOD2 to RIPK2; actives 0.38% (n = 360,000); O43353; inhibition, % at 4.98 µM; CHO BLA complementation NOD2-RIPK2, CCF4 ratio; AID 624267; in the data active = inhibition above about 21%;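 also: 0% = vehicle only and 100% = reference blocker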
Target sequence (O43353 whole entry, looked up): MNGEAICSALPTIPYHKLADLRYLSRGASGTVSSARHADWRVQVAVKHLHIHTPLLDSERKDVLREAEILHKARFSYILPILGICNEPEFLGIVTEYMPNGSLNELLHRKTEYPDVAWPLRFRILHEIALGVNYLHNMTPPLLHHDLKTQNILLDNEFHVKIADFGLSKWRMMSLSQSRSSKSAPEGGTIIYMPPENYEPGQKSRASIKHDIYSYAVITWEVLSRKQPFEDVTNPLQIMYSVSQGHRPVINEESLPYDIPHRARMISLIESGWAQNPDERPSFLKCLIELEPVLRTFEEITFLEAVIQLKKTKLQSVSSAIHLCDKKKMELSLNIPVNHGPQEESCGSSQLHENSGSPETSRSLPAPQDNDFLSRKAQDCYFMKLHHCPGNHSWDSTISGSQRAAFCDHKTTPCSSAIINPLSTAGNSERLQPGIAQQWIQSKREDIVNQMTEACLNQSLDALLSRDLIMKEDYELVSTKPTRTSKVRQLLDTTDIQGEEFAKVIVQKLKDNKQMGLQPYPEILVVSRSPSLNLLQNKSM
MC4R barr agon – agonists of human melanocortin 4 receptor (MC4R) beta-arrestin; U2OS MC4R beta-arrestin complementation, luminescence; percent of melanotan II response, DMSO zero; P32245; activation, % at 8.9 µM; actives 0.98% (n = 360,000); AID 540308;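 active = activation above a per-plate cutoff, the mean activation of sample wells on that plate plus 3 SD, cut at about 8% in these data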
Exocytosis inh – lytic granule exocytosis inhibition | actives 0.66% (n = 360,000) | inhibition, % at 10 µM | TALL-104 LAMP-1 surface exposure, flow cytometry; cells stimulated with thapsigargin and PMA;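 active = inhibition above about 55%, limit read from the data; inconclusive = no clear call, values can overlap the other calls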
Numbers without * were called inactive; ? = inconclusive; . = no result given.

Every second line gives: MC4R antag cAMP, aDG glyco act, Vif inh, NOD2 RIPK2 PPI, MC4R barr agon, TLR9-MyD88 inh, ABHD5 PLIN5 PPI, Exocytosis inh, Glyco luc inh, ABCB6 inh 2
> CCc1ccc(NC(=O)CS(=O)CC(=O)Nc2ccc(N3CCOCC3)cc2)cc1 (configuration not stated)
→ 12, -0.2, -4, 0, 2.5, -1, 3, -4, -1, 98
> COC(=O)CSc1nccc(-c2ccc(F)cc2)c1C#N
→ 2, 0.1, 16, -11, 1.8, 0, 4, -2, 1, 95
> COc1ccc(OC)c(Nc2nc(N(C)c3ccccc3)nc(N)c2[N+](=O)[O-])c1
→ -12, -0.4, -11, -4, -2.4, -3, 0, -5, 5, 96
> CCN1CCN(CCCNC(=O)C2CCN(c3nnc(-n4c(C)ccc4C)s3)CC2)CC1
→ 9, 0.1, 20, 15, -0.9, 0, 3, -1, 3, 98
> CC(=O)C(Sc1nc(NC(C)(C)C)nc(N(C)C)n1)C(C)=O
→ 0, -0.2, 10, -3, 2.9, -1, -2, 2, 12, 90
> Cc1ccc(N2C(=O)CSC2c2ccc3c(c2)OCO3)cc1 (configuration not stated)
→ 10, -0.1, -1, -12, -1.2, -2, 2, 7, -1, 99
> CCCC(=O)Nc1ccc(C(=O)NNC(=O)c2cccs2)cc1
→ -1, 0.0, 4, 0, 0.0, -5, -5, 1, -1, 100
> O=C(O)c1ccc(N2CC3CC(C2)c2cccc(=O)n2C3)c(NS(=O)(=O)c2cccc(C(F)(F)F)c2)c1 (configuration not stated)
→ 16, -0.6, 6, -4, -2.4, -7, -5, -4, 0, 97
> COCCCNC(=O)COc1ccc(Br)cc1Cl
→ -2, 0.0, 4, 1, -1.2, 0, -1, -1, 0, 103
> CC(=O)N[C@H]1C[C@@H]1c1ccccc1
→ 3, -0.1, 9, -12, -1.3, -7, -1, 2, 1, 93
> CC1CCC(C(C)C)C(OP(=O)(c2ccccc2)C(O)c2ccncc2)C1 (configuration not stated)
→ 2, 0.1, ?, -3, 1.3, -15, 4, 1, 0, 89
> CC(C)CC(N)C(=O)OCc1ccc([N+](=O)[O-])cc1 (configuration not stated)
→ 1, -0.2, -3, -2, -2.2, -9, 10, 15, -2, 97
> CN1CCCN(C(=O)c2cc(-c3cccc4ccccc34)nc3ccccc23)CC1
→ 4, -0.2, 1, -16, -1.0, -4, 7, 7, -1, 97
> CC(=O)Nc1cc(C(=O)N2CCN(C)CC2)ccc1S(=O)(=O)c1ccc(C)cc1
→ 7, -0.2, -4, -5, 1.0, -1, 7, 2, 1, 99
> CCOC(=O)CC1=CCc2c1ccc(OC)c2OC
→ -6, -0.2, 6, -18, -1.8, 2, -7, -1, 0, 92
> CN(C(=O)COC(=O)C1CCN(S(=O)(=O)c2c(Cl)cccc2Cl)CC1)C1CCS(=O)(=O)C1 (configuration not stated)
→ 10, 0.8, -2, -5, 1.9, -6, -7, -5, 1, 98
> CN(C)c1ccc(NC(=O)CN2C(=O)c3ccccc3C2=O)cc1
→ -3, 0.1, 17, -6, -0.9, -8, -2, 5, 1, 93
> NC(=O)C1(N2CCCCC2)CCN(Cc2nc(-c3cccs3)no2)CC1
→ 8, -0.1, 27, -6, 0.7, 5, -4, -2, 0, 90
> O=C(NCc1ccncc1)C(=O)Nc1nccs1
→ 3, -0.1, 10, -12, 0.6, 3, 7, -1, 1, 93
> O=C(CCN1CCN(c2ccccc2)CC1)Nc1cccc(Br)c1
→ 10, -0.1, -5, 8, 8.6*, 1, -2, 1, -6, 95
> Cc1c(C)n2c(SCC(=O)Nc3ccc4c(c3)OCCO4)nnc2[nH]c1=O
→ -7, -0.3, 1, -14, -1.8, 2, 11, -2, 2, 93
> OCC[C@@H]1C[C@H](O)[C@@H](O)[C@]2(OCCc3cc(C(F)(F)F)ccc32)O1
→ -2, -0.3, ., 7, 1.3, 1, -9, 3, -1, 107
> O=C(OCc1cn([C@@H]2CN(C(=O)C3CCCCC3)[C@@H](c3ccc(Cl)cc3)C[C@H]2O)nn1)c1ccccc1
→ 1, 1.7, -3, 8, 4.0, 3, 0, -4, 1, 97
> COC(=O)c1c(C)[nH]c(C(=O)OCC(=O)c2ccc(C)s2)c1C
→ 4, 0.8, -8, 3, -0.8, 1, 3, -1, -1, 89
> CC(=O)N1CCc2c(sc(NC(=O)CCS(=O)(=O)c3ccccc3)c2C(N)=O)C1
→ 10, -0.2, 3, 10, -3.0, -10, -2, 0, 2, 104
> O=C1CC(N2CCC(C(=O)N3CCCCC3)CC2)C(=O)N1 (configuration not stated)
→ -3, 0.0, 5, 2, -1.5, -10, 2, 0, 2, 93
> Fc1ccccc1/C=N/n1c(COc2ccccc2)n[nH]c1=S
→ 6, 0.0, 2, -2, -2.1, 4, -5, 0, 2, 343
> COc1ccc(CN(Cc2cc3cc(OC)c(OC)cc3[nH]c2=O)C(=O)NC2CCCCC2)cc1
→ 12, 0.1, 6, 3, 1.5, -1, 1, 0, 1, 98
> COc1ccc(Cn2c(=O)[nH]c3cc(C(=O)N4CCN(Cc5ccccc5)CC4)ccc3c2=O)cc1
→ 6, 0.7, ., -3, -1.3, -1, 3, 3, 0, 90
> CC(CNC(=O)Cn1ccc2cc(S(=O)(=O)N3CCCC3)ccc21)c1ccccc1 (configuration not stated)
→ 11, 0.2, -4, -5, -1.4, -2, -9, -3, -2, 95
> CCOC(=O)c1sc(NC(=O)C2CC(=O)N(c3ccc(OCC)cc3)C2)nc1C (configuration not stated)
→ 2, 0.0, -7, -5, 0.1, 5, -4, -2, 1, 99
> CCCc1nc(SCC(=O)Nc2nnc(CC)s2)c2c(=O)n(C)c(=O)n(C)c2n1
→ 5, 0.7, -11, 4, -1.7, -10, -6, -1, -7, 90
> CC(C)C(=O)N[C@@H]1c2ccccc2CC[C@@H]1O
→ 7, -0.2, 4, 7, -0.3, -7, 2, 0, 4, 96
> CCOc1ccc(N(CC(=O)NCCSc2ccccn2)S(C)(=O)=O)cc1
→ 11, -0.1, -8, -10, -2.2, 3, 3, -1, 1, 102
> O=C(Oc1ccccc1)c1cc(O)c(O)c(O)c1
→ ., 0.4, ., 0, ., ., 2, 2, -2, 109
> Cc1cccn2c(=O)nc(SCC(=O)N3N=C(c4cccs4)CC3c3ccc(F)cc3)nc12 (configuration not stated)
→ -2, -0.1, -10, 6, -1.8, -3, 0, 7, -4, 92
> CCCCOc1ccc(C(=O)N/C(=C\c2cccc([N+](=O)[O-])c2)C(=O)OCCC)cc1
→ 16, -0.4, ., -4, 8.8*, -10, 3, -6, -1, 96
> CCCCSCCCNC(=O)c1ccc2c(c1)N(CC)C(=O)c1ccccc1S2=O (configuration not stated)
→ 20, 0.0, -5, -3, 0.2, -4, -12, 4, 0, 97
> Cc1nnsc1C(=O)Nc1ccc(S(=O)(=O)N2CCCC(C)C2)cc1 (configuration not stated)
→ 5, -0.3, -14, -2, -0.6, -4, -8, -4, 1, 99
> C[C@@H]1CN([C@@H](C)CO)C(=O)c2cccc(NS(=O)(=O)c3cccs3)c2O[C@H]1CN(C)Cc1ccc(C(F)(F)F)cc1
→ -1, -0.4, -1, -6, -0.6, 5, 2, -1, 0, 102
> COc1ccc(C(C#N)C2(C)OCCO2)cc1OC (configuration not stated)
→ 1, -0.3, 33, -1, 0.4, 3, -2, -2, -1, 93
> CSc1nc(Sc2cccc(Cl)c2)c2ccccc2n1
→ 1, 0.1, 4, -5, -0.3, 2, 1, -2, 5, 102
> COc1ccc(C(=O)C2CCCN(Cc3ccc(C#CCCO)cc3)C2)c(OC)c1 (configuration not stated)
→ 2, 0.1, -9, 0, -3.2, -5, 3, 1, 0, 98
> CCOCCCNC(=S)NCCCNc1nc2c(C)c(C)ccc2cc1C#N
→ 6, 0.8, -5, -1, -0.4, -7, 2, 5, 3, 98
> CCOC(=O)CC1C(=O)NCCN1Cc1cccc(C(F)(F)F)c1 (configuration not stated)
→ 5, 0.1, -1, -2, -1.0, -19, -6, -3, -1, 95
> COc1cc(CNCc2cccc3ccccc23)cc(OC)c1
→ -2, 0.3, 5, -7, 1.9, -9, 0, 21, -1, 91
> CCNS(=O)(=O)c1ccc(CCC(N)=O)cc1
→ -6, -0.1, -6, 6, 0.9, 2, 12, 1, 4, 97
> CC(C)n1c(-c2ccccc2F)n[nH]c1=S
→ -7, -0.1, -4, -6, -0.8, 3, 5, -2, 2, 83
> Cc1ccc2[nH]c(CNC(=O)C3CCCCC3)cc2c1
→ 3, -0.1, 5, -1, 1.2, -8, 3, -4, -3, 115
> CCc1cc2c(COC(=O)c3cc(S(=O)(=O)N4CCOCC4)ccc3F)cc(=O)oc2cc1O
→ -60, -0.3, 22, -8, -7.1, 11, -9, 2, 6, 105

An excerpt from above in order of heavy-atom count, lowest first:
Every second line gives: MC4R antag cAMP, aDG glyco act, Vif inh, NOD2 RIPK2 PPI, MC4R barr agon, TLR9-MyD88 inh, ABHD5 PLIN5 PPI, Exocytosis inh, Glyco luc inh, ABCB6 inh 2
> Fc1ccccc1/C=N/n1c(COc2ccccc2)n[nH]c1=S
→ 6, 0.0, 2, -2, -2.1, 4, -5, 0, 2, 343
> CN(C)c1ccc(NC(=O)CN2C(=O)c3ccccc3C2=O)cc1
→ -3, 0.1, 17, -6, -0.9, -8, -2, 5, 1, 93
> CCOc1ccc(N(CC(=O)NCCSc2ccccn2)S(C)(=O)=O)cc1
→ 11, -0.1, -8, -10, -2.2, 3, 3, -1, 1, 102

Later entries.
Every second line gives: MC4R antag cAMP, aDG glyco act, Vif inh, NOD2 RIPK2 PPI, MC4R barr agon, TLR9-MyD88 inh, ABHD5 PLIN5 PPI, Exocytosis inh, Glyco luc inh, ABCB6 inh 2
> CCC(C)[C@@H](CN)NCC1(c2ccccc2)CC1 (some centres not stated)
→ 0, -0.1, -2, -3, -1.1, 3, 3, 1, -1, 95
> Cc1ccc(C(=O)Nc2ccc(C(=O)N/N=C/c3ccc(C)o3)cc2)cc1
→ 2, 0.1, 33, -7, 2.4, -3, -9, -7, -3, 97
> O=C(O)CCC(=O)c1ccc(C2CCCCCC2)cc1
→ ., 0.0, 5, -10, ., ., 0, -10, 1, 94
> Clc1ccc(C2[C@H]3CN(CC4CCCCC4)[C@H](c4ccccc4)C34CC2(c2cccnc2)C4)cn1 (some centres not stated)
→ 6, 0.0, -1, -2, -0.8, 9, -7, 1, -10, 89
> COc1ccc(CN(CC(=O)NC2CCCC2)C(=O)CCC(=O)Nc2nc(C)cs2)cc1
→ -2, -0.3, -8, -6, -2.0, 0, 7, 7, 2, 158

This is a subset; rates above refer to the full screens.
